Screening data deposited in PubChem by National Center for Advancing Translational Sciences (NCATS).
BLM inh: blocks DNA unwinding by human BLM helicase; P54132; recombinant BLM DNA unwinding, fluorescence dequenching; Potency, µM (highest dose often 56.1 µM), for the others: at the highest dose activity change, negative = inhibition, hits mostly inhibitors; 0.2% of 350,000 active; AID 2528;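 also: potency is read from the fitted curve at half-maximal effect; plate controls were vehicle for no effect and no enzyme for full effect; nearly all actives have a fitted effect of over 35% in size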
ERG Ets-DNA blk: blocks human ERG Ets domain binding to DNA; fluorescence polarization, His-ERG Ets domain / labelled DNA; Potency, µM (series often up to 76.9 µM), without a hit: at the highest dose FP activity, negative = inhibition, hits mostly inhibitors; 0.028% of 370,000 active; active = well fitted inhibition curve with a large enough effect in the polarisation, with a control signal flat; inconclusive = small, poorly fitted or top-dose-only effect, or effect the other way, or a change in a side signal; inactive = no such curve, though single readings can be large or run the other way; the % refers to the polarisation;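 also: polarization taken with two DNA probes labelled with fluorescein and Texas red; potency is read from the fitted curve at half-maximal effect; % of control where 0% means no effect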
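His-tagged ERG Ets domain (1 uM in the protein solution; 300mM KCl, 50mM Tris-HCl, 1mM EDTA, 1mM DTT, pH 7.5) received compound, then a probe mix of 5 nM fluorescein-DNA and 100nM Texas-615-DNA. Fluorescence polarization was read for both dyes.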
Pol iota inh: inhibitors of human DNA polymerase iota; 1% of 390,000 active; Q9UNA4; Potency, µM (highest dose often 115 µM), for the others: top-dose activity, negative = inhibition, most hits filed as inhibitors; Pol iota fluorescent replication assay, 10 min; AID 588590; also: potency is read from the fitted curve at half-maximal effect
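Pol iota at 10 nM preincubated 15 min with compounds at room temperature; reaction started with fluorescent substrate, 50 nM final. Fluorescence read kinetically at 0 and 10 min; buffer-only wells as negative control.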
POLB inh: blocks human DNA polymerase beta activity | Potency, µM (top dose mostly 114 µM), inactives show top-dose activity change, negative = inhibition, hits mostly inhibitors | P06746 | Pol beta primer extension/strand displacement, fluorescence kinetic | AID 485314 | 1.3% of 340,000 active; also: potency is read from the fitted curve at half-maximal effect; % is scaled to controls: 0 for no effect and ±100 for the full control effect
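Human Pol beta at 10 nM; strand-displacement substrate 50 nM final. Compound exposure 15 min at room temperature before start, reaction 10 min at room temperature.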
APEX1 inh: APE1 (human) endonuclease inhibition; P27695; recombinant APE1, TAMRA/BHQ-2 abasic DNA cleavage fluorescence; Potency, µM (series often up to 65.8 µM), for inactives: top-dose activity change, negative = inhibition, actives largely listed as inhibitors; 0.35% of 350,000 active;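 also: potency is read from the fitted curve at half-maximal effect; plate controls were vehicle for no effect and reference inhibitor for full effect; nearly all actives have a fitted effect of over 55% in size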
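Compound pre-exposure to 0.75 nM APE1, 15 min at ambient temperature. Reaction initiated with 50 nM TAMRA/BHQ-2 THF substrate, read immediately in kinetic mode, 525 nm excitation, 598 nm emission.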
12-LOX inh: ALOX12 (human) lipoxygenase inhibition; Potency, µM (highest dose often 108 µM), without a hit: at the top dose activity change, negative = inhibition, usual class: inhibitors; 1.1% of 580,000 active; P18054; purified 12hLO, xylenol orange hydroperoxide absorbance; AID 1671190; also: potency is read from the fitted curve at half-maximal effect; % is scaled to controls: 0 for no effect and ±100 for the full control effect
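Purified human 12hLO (150 nM final) in 25 mM Hepes, 0.01% Triton X-100, pH 7.0 was preincubated 15 min at room temperature with compound. Then 40 uM arachidonic acid was added, 30 min. Hydroperoxide was read by Fe-XO absorbance ratio 573/405 nm.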
Apoferritin bind: candidate novel general anesthetic via apoferritin binding. P02791. apoferritin/1-aminoanthracene competitive binding, fluorescence. Potency, µM (titrated, usually from 77.5 µM), inactives show at the top dose activity change, negative = displacement, hits mostly inhibitors. 0.074% of 350,000 active. AID 485281; also: potency is read from the fitted curve at half-maximal effect; % is scaled to controls: 0 for no effect and ±100 for the full control effect; nearly all actives have a fitted effect of over 20% in size
Target sequence (P02791 2-175 limits assumed): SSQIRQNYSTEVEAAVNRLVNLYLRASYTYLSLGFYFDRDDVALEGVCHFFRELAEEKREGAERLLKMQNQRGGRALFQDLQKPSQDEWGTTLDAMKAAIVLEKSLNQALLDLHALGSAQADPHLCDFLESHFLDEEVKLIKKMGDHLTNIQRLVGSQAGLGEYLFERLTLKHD
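In PBS, apoferritin at 10 uM is loaded with 1-AMA from a 50% saturated solution. After 10 min of compound exposure at ambient temperature, reduced 535 nm fluorescence indicates probe displacement.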
TRHR agonist: TRH receptor (human) agonism; 0.18% of 360,000 active; activation, % at 2 µM; TRHR cells, calcium flux fluo-8, FDSS agonist mode; P34981; in the data active = activation above about 30%; also: 0% is about no effect
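Read-out: compound-evoked intracellular calcium rise in TRHR cells, fluo-8 dye, kinetic FDSS fluorescence at 1 s/cycle following a 10-cycle baseline. Cells cultured overnight before dye loading (30 min–1.5 h, RT).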
Pol kappa inh: DNA polymerase kappa (human) inhibition; Q9UBT6; purified Pol kappa, fluorescent DNA synthesis assay, 10 min; Potency, µM (highest dose often 107 µM), for inactives: at the top dose activity, negative = inhibition, usual class: inhibitors; 0.53% of 400,000 active; AID 588579; also: potency is read from the fitted curve at half-maximal effect; % is scaled to controls: 0 for no effect and ±100 for the full control effect
Target sequence (Q9UBT6 whole entry, looked up): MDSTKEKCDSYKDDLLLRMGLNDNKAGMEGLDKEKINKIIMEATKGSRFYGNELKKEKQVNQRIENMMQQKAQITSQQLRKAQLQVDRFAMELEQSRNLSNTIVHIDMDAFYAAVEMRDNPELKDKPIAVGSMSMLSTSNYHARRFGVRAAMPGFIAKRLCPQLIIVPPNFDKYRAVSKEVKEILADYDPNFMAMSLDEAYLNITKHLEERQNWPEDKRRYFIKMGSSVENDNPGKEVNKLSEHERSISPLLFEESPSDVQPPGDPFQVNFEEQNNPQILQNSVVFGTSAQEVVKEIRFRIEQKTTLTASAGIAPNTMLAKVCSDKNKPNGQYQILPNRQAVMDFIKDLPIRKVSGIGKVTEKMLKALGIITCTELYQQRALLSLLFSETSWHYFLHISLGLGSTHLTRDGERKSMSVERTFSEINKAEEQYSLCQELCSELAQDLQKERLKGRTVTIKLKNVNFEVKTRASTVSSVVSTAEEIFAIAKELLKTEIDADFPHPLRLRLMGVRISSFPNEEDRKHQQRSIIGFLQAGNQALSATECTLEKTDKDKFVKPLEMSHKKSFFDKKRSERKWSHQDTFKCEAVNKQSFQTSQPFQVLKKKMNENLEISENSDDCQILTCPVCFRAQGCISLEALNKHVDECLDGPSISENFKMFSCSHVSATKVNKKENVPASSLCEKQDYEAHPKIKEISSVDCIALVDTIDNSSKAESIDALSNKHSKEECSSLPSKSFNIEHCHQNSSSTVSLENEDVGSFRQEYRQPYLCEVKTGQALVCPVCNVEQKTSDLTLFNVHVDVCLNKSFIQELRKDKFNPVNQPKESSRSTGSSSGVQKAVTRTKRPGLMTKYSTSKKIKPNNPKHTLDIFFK
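50 nM final substrate added after 15 min RT preincubation of 10 nM Pol kappa with compound; fluorescence read at 0 and 10 min.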
* hit, by the source's call; ? = inconclusive; / = not tested or not shown; & = joins results of further samples; [ ] = another dose, or the depositor's remark. Unless noted, calls follow the shape of the dose curve; as a rule, active = well fitted curve in the direction sought with a large enough effect; inconclusive = small, poorly fitted or top-dose-only effect, or another doubt; inactive = no such curve, though single readings can be large; an effect the other way counts as inactive or inconclusive.

BLM inh	ERG Ets-DNA blk	Pol iota inh	POLB inh	APEX1 inh	12-LOX inh	Apoferritin bind	TRHR agonist	Pol kappa inh	SMILES
-2.7%	/	9.0%	15.0%	-2.5%	-15.2%	-1.0%	0.5	-13.3%	O=C(Nc1cnn(C23CC4CC(CC(C4)C2)C3)c1)c1cc(-c2ccccc2)on1
-19.9%	3.6%	?	22.4µM*	-6.1%	-4.0%	-12.2%	-0.4	-43.3%	CCC1=NN2C(=N)/C(=C\c3cccn3-c3cccc(Cl)c3)C(=O)N=C2S1
-15.7%&-6.8%	/	/	/	-5.7%	4.8%	?	/	-12.5%[60.1 µM]	COCCOC(=O)C1=C(C)NC(C)=C(C(=O)OC/C=C/c2ccccc2)C1c1cccc([N+](=O)[O-])c1 (stereo not drawn)
-1.4%	-17.8%	11.6%	39.9%	-8.1%	150.4%[activator]	-6.9%	1.1	-0.2%	COCCNC(=O)C(c1ccc(F)cc1)N(CC1CCCO1)C(=O)CCC(=O)Nc1ccccn1 (stereo not drawn)
-2.1%	/	52.1%[activator]	6.0%	11.3%	0.3%	-0.3%	-0.8	-14.8%	O=S(=O)(c1ccc(Cl)cc1)N1CCC(O)(c2cccnc2)CC1
-3.6%	-12.5%	11.6%	14.6%	/	-10.9%	-5.4%	-0.4	5.5%	COc1ccc(C)cc1NC(=O)CN(c1ccccc1)S(=O)(=O)N(C)C
-2.4%	0.5%	39.7%[activator]	9.8%	15.6%	11.1%	-9.6%	-0.1	0.6%	O=C(N1CCCC1)N1CCN(S(=O)(=O)c2ccccc2)CC1
/	12.2%	21.2%	/	1.1%	2.7%	/	-0.2	-6.6%	COC(=O)c1c(NC(=O)COC(=O)CCNS(=O)(=O)c2ccc(NC(C)=O)cc2)sc(C)c1C
-1.1%	-10.2%	-2.6%	-1.7%	-0.9%	7.1%	-20.6%	-0.6	-4.6%	COc1ccc(C2CC(=O)c3sc(N)nc3C2)cc1 (stereo not drawn)
-1.2%	-1.8%	11.9%	1.2%	-1.4%	-6.0%	1.2%	0.3	1.8%	CC1CCc2[nH]c3ccc(C(=O)O)cc3c2C1 (stereo not drawn)
2.9%	-14.7%	17.5%	-2.0%	-2.7%	0.0%	-9.2%	-0.1	-14.5%	COCC1CCN(C(=O)CCc2nnc(C3(c4ccc(Cl)cc4)CCC3)o2)CC1
-10.2%	-1.8%	20.1%	2.7%	11.1%	?	-14.0%	-1.5	-18.5%	CCc1ccc2[nH]c(=O)c(CN(CCN(C)C)C(=S)NCc3ccco3)cc2c1
-13.5%	/	/	/	-6.8%	0.0%	-19.5%	/	/	O=C(CCCc1ccc(-c2ccccc2F)cc1)Nc1ccc(O)cc1
/	5.7%	-0.6%	/	-5.8%	?	/	0.1	-5.7%	COc1ccc([C@H]2CC(=O)C=C(c3cc(F)ccc3OC)C2)cc1
-16.6%	1.0%	31.6µM*	22.4µM*	-6.3%	-9.7%	-7.8%	-0.1	?	O=C(NCc1ccco1)C1Cc2ccccc2CN1C(=O)c1ccco1 (stereo not drawn)
/	12.0%	15.6%	/	16.2%	9.3%	/	1.4	5.2%	CC(C)(C)OC(=O)N1Cc2[nH]c3ccccc3c2C[C@@H]1C(=O)O
-3.1%	-6.8%	-5.5%	-13.4%	17.8%	-6.0%	-4.0%	-0.9	-0.2%	C=CCn1c(COc2ccccc2)nnc1SCC(=O)C(C)(C)C
-1.4%	4.0%	5.8%[58.9 µM]	10.2%	1.0%	?	-5.3%	0.9	-6.4%	CCCCCC(=O)Nc1ccc2oc(-c3cncc(Br)c3)nc2c1
-9.7%	9.6%	-13.3%	-0.3%	/	-27.2%	35.1%[activator]	-1.0	-17.6%	Cc1ccccc1OCC(=O)Nc1ccc2oc(-c3ccc(F)cc3)nc2c1
-3.6%	2.6%	8.5%	5.9%	-2.0%	4.3%	-23.7%	-0.7	-20.5%	O=[N+]([O-])c1nn(-c2ccc3c(c2)OCCO3)n(O)c1=NC1CCCCC1
-4.1%	1.2%	22.0%	-0.9%	?	0.0%	?	-0.6	-13.3%	COc1ccc(/C=N/NC(=O)c2cccc([N+](=O)[O-])c2)cc1OC(=O)c1ccc(C)cc1
-7.0%	-4.2%	-6.2%	?	3.9%	?	?	-0.5	-22.5%	Clc1ccc(-c2nnc3sc(Cc4cccs4)nn23)cc1
21.2%	-3.4%	-18.2%	-0.9%	9.4%	-25.2%	?	1.6	-5.6%	NC(N)=N/N=C/c1ccc(OS(=O)(=O)c2ccccc2)cc1
1.6%	-2.1%	11.1%	-6.7%	0.1%	10.1%	-9.8%	0.1	-4.0%	Cc1ccc(CN2CCN(Cc3nc4ccccc4nc3C)CC2CCO)cc1 (stereo not drawn)
0.3%	-3.8%	-4.4%	9.2%	15.5%	2.0%	-2.1%	0.8	-7.7%	O=C(O)CCCN1C(=O)c2ccc(C(=O)c3cccc([N+](=O)[O-])c3)cc2C1=O
0.5%	-1.4%	-14.5%	1.0%	-1.7%	0.0%	-9.8%	-0.3	-5.2%	C=Cn1c(N2CCOCC2)nc2c1c(=O)[nH]c(=O)n2C
-14.7%	0.1%	-11.0%	1.3%	-12.5%	?	-12.5%	0.5	-10.6%	CCOc1ccc(Cl)cc1S(=O)(=O)N1CCN(c2ccc(C)c(C)c2)CC1
-1.9%	-0.5%	9.0%	15.0%	-7.3%	0.0%[57.4 µM]	-11.0%	0.4	1.7%	CCCN1CCN(c2nc3c([nH]2)c(=N)ncn3CC(O)CO)CC1 (stereo not drawn)
-0.4%	6.1%	48.1%[activator]	-3.8%	?	-4.3%	-4.3%	0.3	5.0%	C#CCSc1nc(N)c2c(n1)OC(N)=C(C#N)C2c1cccnc1 (stereo not drawn)
3.6%	-2.9%	-15.2%	?	/	?	21.4%	-0.6	-9.7%	Cc1ccc(NC(=O)c2ccc3c(O)c(S(=O)(=O)c4ccc(Cl)cc4)c(=O)[nH]c3c2)cc1
-2.7%	-5.2%	5.6%	5.0%	-4.2%	8.5%	0.0%	-4.3	7.6%	CN=C1SC(CC(=O)Nc2ccccc2F)C(=O)N1/N=C/c1ccc(O)c(OC)c1 (stereo not drawn)
-1.9%	-12.9%	-12.3%	0.5%	/	-29.3%	-3.3%	-0.3	-16.3%[60.1 µM]	COCCCNC(=O)c1ccc2c(c1)N(Cc1ccccc1)C(=O)c1ccccc1S2
3.1%	5.3%	23.2%	5.6%	/	-13.2%	-9.8%	-0.6	8.6%	CCCCNC(=O)CC1N=C2c3ccccc3N=C(SCC(=O)NCc3ccccc3Cl)N2C1=O (stereo not drawn)
0.5%	3.8%	17.0%	73.5%	-7.6%	0.708µM*	-1.7%	-0.1	-0.1%	FC(F)(F)c1ccccc1CN1CCC(Cc2ccccc2)CC1
-6.4%	-4.2%	?	15.3%	-3.6%	?	-6.6%	-0.1	6.2%	N/C(=N\OC(=O)/C=C/c1ccccc1Cl)c1cccnc1
-12.7%	-1.9%	11.2%	-10.5%	0.1%	?	?	-0.4	-7.7%	Cc1nn(-c2ccccc2)c(N)c1N=Nc1ccc(Cl)cc1
/	3.8%	22.0%	/	-23.1%	9.9%	/	/	-10.9%	C[C@H](NC(=O)c1nc[nH]c1C(=O)NCc1ccc(CNC(=O)OC(C)(C)C)cc1)C(=O)OCc1ccccc1
3.5%	-1.2%	-4.7%	5.6%	/	1.0%	0.4%	0.2	-9.0%[60.1 µM]	Cc1cccc(C(=O)Nc2ccc(N3CCC(N4CCCCC4)CC3)c(C(=O)O)c2)c1
/	-10.1%	-21.2%	/	22.5%	-7.5%	/	1.3	-0.3%	COc1ccc([C@H]2CC(=O)C=C(c3cc(Cl)ccc3C)C2)cc1
-0.9%	1.0%	-7.8%	1.0%	/	-25.2%	43.7%[activator]	0.2	-14.1%[60.1 µM]	Cc1cccn2c(=O)cc(CSc3nnc(NC(=O)C(C)C)s3)nc12
-5.0%	-8.5%	14.3%	5.1%	3.2%	20.2%	-11.2%	-0.3	8.4%	CN(C(=O)C1CCOC1)c1nnc(-c2ccccn2)s1 (stereo not drawn)
-13.5%	/	-15.4%	/	-3.1%	/	-9.4%	/	-6.4%	Cc1ccc(-c2c(C3C4C=CCCC4(C)C(=O)N3Cc3ccccc3)ccc3ccccc23)cc1 (stereo not drawn)
2.2%	/	/	/	1.1%	-14.8%[57.4 µM]	/	/	4.7%[60.1 µM]	Cn1cccc1C(=O)N1CCC2(CCCN(c3ncccn3)C2)CC1
-5.2%	9.1%	-19.3%	8.7%	37.6%	-8.8%	-14.9%	1.2	-10.2%	CC(C)(C)Cc1nnc(NC(=O)c2ccco2)s1

Structures listed so far that bear a hit mark in POLB inh.
BLM inh	ERG Ets-DNA blk	Pol iota inh	POLB inh	APEX1 inh	12-LOX inh	Apoferritin bind	TRHR agonist	Pol kappa inh	SMILES
-19.9%	3.6%	?	22.4µM*	-6.1%	-4.0%	-12.2%	-0.4	-43.3%	CCC1=NN2C(=N)/C(=C\c3cccn3-c3cccc(Cl)c3)C(=O)N=C2S1
-16.6%	1.0%	31.6µM*	22.4µM*	-6.3%	-9.7%	-7.8%	-0.1	?	O=C(NCc1ccco1)C1Cc2ccccc2CN1C(=O)c1ccco1 (stereo not drawn)

Only part of the results is shown (hit frequency here may not be typical).
